Screens as filed in PubChem BioAssay.
C diff HTS = C. difficile growth inhibition; AID 1259249; growth activity, negative = inhibition, % at 16 µg/mL (by protocol); Clostridium difficile clinical isolate growth, OD600, 24 h; stronger effect = lower value; hit rate 0.25% among 86,000;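 active = mean growth activity at or below -80% and every replicate also at or below -80%; inconclusive = mean at or below -80% but some replicate above -80%; inactive = mean growth activity above -80%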;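 also: 0% = DMSO wells and -100% = levofloxacin 16 µg/mL wells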
T cruzi growth = T. cruzi proliferation inhibition | T. cruzi beta-gal in NIH3T3, GalScreen luminescence, 90 h | inhibition, % at 8.34 µM | hit rate 5.9% among 77,000 | AID 624255;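 active = mean inhibition above about 93%, with at least 55% of replicates each passing it, limit read from the data, passing the limit was not always enough; inconclusive = only one of those two conditions holds; inactive = neither condition holds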
KDM4C inh = inhibitors of human demethylase GASC-1 KDM4C; GST-KDM4C 2-372, H3K9me3 peptide, LANCE TR-FRET; inhibition, % at 12.5 µM; hit rate 0.15% among 96,000; AID 720574;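 active = mean replicate inhibition above about 25%, with at least 55% of replicates also reaching it, limit read from the data, passing the limit was not always enough; inconclusive = only one of those two conditions met; inactive = neither condition met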
Target sequence (Q9H3R0 2-372 limits assumed): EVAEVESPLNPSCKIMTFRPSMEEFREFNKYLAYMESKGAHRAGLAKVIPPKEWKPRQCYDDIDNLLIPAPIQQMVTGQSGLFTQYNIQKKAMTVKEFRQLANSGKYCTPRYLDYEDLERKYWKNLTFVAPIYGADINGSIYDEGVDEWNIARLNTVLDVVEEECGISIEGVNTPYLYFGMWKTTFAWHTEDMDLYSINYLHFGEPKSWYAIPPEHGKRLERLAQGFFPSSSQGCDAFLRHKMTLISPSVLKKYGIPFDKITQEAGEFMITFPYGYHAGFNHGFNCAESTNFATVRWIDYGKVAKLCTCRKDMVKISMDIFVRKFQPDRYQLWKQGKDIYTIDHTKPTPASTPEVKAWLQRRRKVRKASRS
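Test system: N-terminal GST-fused human GASC-1 (KDM4C) fragment, residues 2-372; quantity: GASC-1 enzyme at 10 nM final in reaction; dosing: single dose; schedule: 30 min demethylation and 1 h detection at room temperature; signal: LANCE TR-FRET, excitation 340 nm, emissions 618 and 671 nm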
Pf Dd2 growth = inhibitors of Plasmodium falciparum Dd2 growth; hit rate 2.3% among 94,000; activity change, % at 10 µM; AID 1159554; P. falciparum Dd2 growth, SYBR Green, 72 h; stronger effect = lower value; in the data active = activity change below about -80%; inconclusive = no clear call, values can overlap the other calls
Active calls of the source: *.

The opening 2 entries as a preview:
Screening O=S(=O)(Cc1ccccc1)N1CCCCN2[C@H](C1)[C@@H](c1ccc(-c3cncnc3)cc1)[C@@H]2CO returned C diff HTS -4, T cruzi growth inconclusive, KDM4C inh 0.7 and Pf Dd2 growth -10.
Screening COCC(=O)Nc1ccc2c(c1)[C@H]1C[C@@H](CC(=O)N3CCOCC3)O[C@H](CO)[C@H]1O2 returned C diff HTS -4, T cruzi growth 13, KDM4C inh 17 and Pf Dd2 growth 5.

Main list, from the start:
Screening O=S(=O)(Cc1ccccc1)N1CCCCN2[C@H](C1)[C@@H](c1ccc(-c3cncnc3)cc1)[C@@H]2CO returned C diff HTS -4, T cruzi growth inconclusive, KDM4C inh 0.7 and Pf Dd2 growth -10.
Screening COCC(=O)Nc1ccc2c(c1)[C@H]1C[C@@H](CC(=O)N3CCOCC3)O[C@H](CO)[C@H]1O2 returned C diff HTS -4, T cruzi growth 13, KDM4C inh 17 and Pf Dd2 growth 5.
O=C(Nc1nccs1)[C@@H]1[C@@H](CO)[C@@H]2Cn3c(cccc3=O)[C@H]1N2C(=O)C1CCCCC1 was read as C diff HTS -1, KDM4C inh -0.3 and Pf Dd2 growth 28.
For CCCNC(=O)C[C@H]1CC[C@H]2[C@H](COc3ccc(NC(=O)c4cc(C)on4)cc3C(=O)N2C)O1 the results were C diff HTS 1, T cruzi growth 52, KDM4C inh 2.2 and Pf Dd2 growth -7.
Screening CNC[C@@H]1Oc2ccc(NS(=O)(=O)c3ccc(OC)cc3)cc2C(=O)N([C@H](C)CO)C[C@@H]1C returned C diff HTS -1, KDM4C inh 9.5 and Pf Dd2 growth 12.
For C[C@@H]1CN([C@H](C)CO)C(=O)Cc2cc(NC(=O)c3ccncc3)ccc2O[C@H]1CN(C)Cc1ccc(C(=O)Nc2ccccc2N)cc1 the results were C diff HTS -2, KDM4C inh 8.0 and Pf Dd2 growth -31.
`COCC(=O)Nc1ccc2c(c1)OC[C@H](C)N(CCC(F)(F)F)C[C@@H](C)[C@H](OC)CN(C)C2=O` gave C diff HTS -1, T cruzi growth -29, KDM4C inh 0.6 and Pf Dd2 growth 4.
COc1ccc(NC(=O)N[C@H]2CC[C@@H](CC(=O)NC3CCCCC3)O[C@H]2CO)cc1 was read as C diff HTS 2, KDM4C inh 0.6 and Pf Dd2 growth 18.
For C[C@@H]1CN([C@@H](C)CO)C(=O)c2cc(C#CCN(C)C)cnc2O[C@@H]1CN(C)Cc1ccc(F)cc1 the results were C diff HTS -4, T cruzi growth 9, KDM4C inh 3.0 and Pf Dd2 growth -14.
Screening Cc1ccc(S(=O)(=O)Nc2cccc3c2O[C@H](CN(C)S(=O)(=O)c2ccc(C)cc2)[C@@H](C)CN([C@H](C)CO)C3=O)cc1 returned C diff HTS 7, T cruzi growth -17, KDM4C inh -1.4 and Pf Dd2 growth 24.
For Cc1ccc(S(=O)(=O)Nc2ccc3c(c2)C(=O)N([C@@H](C)CO)C[C@@H](C)[C@H](CN(C)CC2CCCCC2)OCCCC[C@H](C)O3)cc1 the results were C diff HTS 15, T cruzi growth 2, KDM4C inh -1.2 and Pf Dd2 growth -36.
For CCOC(=O)c1cc2c(c(-c3cccc(-c4cccc(F)c4)c3)n1)[C@H](CCO)N(S(=O)C(C)(C)C)C2 (some centres not stated) the results were C diff HTS -8, T cruzi growth 75 and KDM4C inh -9.7.
Screening CC=Cc1ccc2n(c1=O)C[C@@H]1[C@@H](CO)[C@H](C(=O)Nc3ccccc3)N(CC3CCCC3)[C@H]21 (mixture of isomers) returned C diff HTS -6, T cruzi growth 34 and KDM4C inh 0.9.
Screening C[C@H]1CN([C@@H](C)CO)C(=O)CCCn2cc(nn2)CO[C@H]1CN(C)S(=O)(=O)c1ccccc1C#N returned C diff HTS 1, KDM4C inh 1.1 and Pf Dd2 growth 51.
`COc1ccc2c3c([nH]c2c1)[C@@H](CO)N(Cc1cc(F)ccc1F)CC31CN(C(C)=O)C1` gave C diff HTS 4, KDM4C inh -0.2 and Pf Dd2 growth -74.
Screening CC(C)C#Cc1ccc2c(c1)O[C@H](CN(C)C(=O)Cc1ccccn1)[C@H](C)CN([C@@H](C)CO)S2(=O)=O returned C diff HTS 1, T cruzi growth 11, KDM4C inh 0.6 and Pf Dd2 growth -15.
For O=C(C[C@@H]1CC[C@H](NC(=O)c2cnccn2)[C@@H](CO)O1)NCc1ccccc1F the results were T cruzi growth 13, KDM4C inh 0.5 and Pf Dd2 growth -14.
For CC(=O)N(C)C[C@H]1Oc2cc(C#Cc3ccccc3)ccc2S(=O)(=O)N([C@H](C)CO)C[C@@H]1C the results were C diff HTS 5, T cruzi growth 58, KDM4C inh -6.1 and Pf Dd2 growth -61.
`CC(C)NC(=O)N(C)C[C@H]1OCCCC[C@H](C)Oc2ccc(NS(=O)(=O)c3cn(C)cn3)cc2C(=O)N([C@@H](C)CO)C[C@@H]1C` gave C diff HTS -3, T cruzi growth 20, KDM4C inh -3.7 and Pf Dd2 growth -2.
Screening COc1ccc(S(=O)(=O)Nc2ccc3c(c2)C(=O)N([C@@H](C)CO)C[C@@H](C)[C@@H](CN(C)C(=O)Nc2ccc(F)cc2)O3)cc1 returned C diff HTS 2, T cruzi growth 39, KDM4C inh 1.8 and Pf Dd2 growth 2.
Screening C[C@@H]1CN([C@H](C)CO)C(=O)c2cccc(NC(=O)Nc3ccc(F)cc3)c2O[C@@H]1CN(C)Cc1ccc(Oc2ccccc2)cc1 returned T cruzi growth 77, KDM4C inh 3.2 and Pf Dd2 growth -23.
For C[C@H]1CN([C@@H](C)CO)C(=O)c2cccc(NC(=O)NC3CCCCC3)c2O[C@@H]1CN(C)C(=O)Nc1ccc(F)cc1 the results were C diff HTS -14, T cruzi growth -5, KDM4C inh 10 and Pf Dd2 growth -4.
`COc1ccc2c3c([nH]c2c1)[C@@H](CO)N(C(=O)c1ccncc1)CC31CN(C(=O)Nc2cccc(F)c2)C1` gave C diff HTS 11, KDM4C inh -1.0 and Pf Dd2 growth 26.
Cc1noc(C)c1NC(=O)N(C)C[C@@H]1Oc2ccc(NC(=O)Nc3ccc4c(c3)OCO4)cc2CC(=O)N([C@H](C)CO)C[C@H]1C was read as C diff HTS 0, T cruzi growth 38, KDM4C inh 0.3 and Pf Dd2 growth -30.

Part of the list above in order of SMILES length, descending.
Cc1noc(C)c1NC(=O)N(C)C[C@@H]1Oc2ccc(NC(=O)Nc3ccc4c(c3)OCO4)cc2CC(=O)N([C@H](C)CO)C[C@H]1C was read as C diff HTS 0, T cruzi growth 38, KDM4C inh 0.3 and Pf Dd2 growth -30.
For CC(=O)N(C)C[C@H]1Oc2cc(C#Cc3ccccc3)ccc2S(=O)(=O)N([C@H](C)CO)C[C@@H]1C the results were C diff HTS 5, T cruzi growth 58, KDM4C inh -6.1 and Pf Dd2 growth -61.
For O=C(C[C@@H]1CC[C@H](NC(=O)c2cnccn2)[C@@H](CO)O1)NCc1ccccc1F the results were T cruzi growth 13, KDM4C inh 0.5 and Pf Dd2 growth -14.

Remaining list, next part
Screening CCS(=O)(=O)NCC[C@H]1CC[C@H](NC(=O)C2CCCCC2)[C@@H](CO)O1 returned C diff HTS 6, T cruzi growth 15, KDM4C inh -0.2 and Pf Dd2 growth 22.
C[C@@H]1CCCCO[C@@H](CN(C)C(=O)Nc2ccc(C(F)(F)F)cc2)[C@@H](C)CN([C@H](C)CO)C(=O)c2cc(NC(=O)CCC(F)(F)F)ccc2O1 was read as C diff HTS 12, T cruzi growth 63, KDM4C inh -1.3 and Pf Dd2 growth -59.
C[C@H]1CN([C@@H](C)CO)C(=O)c2cc(-c3cccc(F)c3)cnc2O[C@@H]1CN(C)C was read as C diff HTS -2, T cruzi growth 17, KDM4C inh -1.0 and Pf Dd2 growth 37.
`N#C[C@H]1[C@H](c2ccccc2-c2cccc(F)c2)[C@@H](CO)N1C(=O)CN1CCOCC1` gave C diff HTS -1, KDM4C inh 1.6 and Pf Dd2 growth -46.
`C[C@H](CO)N1C[C@H](C)[C@H](CN(C)C(=O)Nc2ccccc2F)Oc2ncc(/C=C/c3ccccc3)cc2C1=O` gave C diff HTS -8, T cruzi growth 102, KDM4C inh 0.9 and Pf Dd2 growth -33.
C[C@@H]1CN([C@H](C)CO)C(=O)CCCn2nncc2CO[C@@H]1CN(C)Cc1ccc(Cl)c(Cl)c1 was read as C diff HTS 2, T cruzi growth 43, KDM4C inh 2.1 and Pf Dd2 growth -30.
Screening COC(=O)C[C@H]1C[C@H]2c3cc(NC(=O)c4cccnc4)ccc3O[C@H]2[C@@H](CO)O1 returned C diff HTS -1, T cruzi growth -52, KDM4C inh -2.5 and Pf Dd2 growth 12.
Screening Cc1noc(C)c1S(=O)(=O)Nc1ccc2c(c1)C(=O)N([C@@H](C)CO)C[C@@H](C)[C@@H](CN(C)C(=O)CCC(F)(F)F)OCCCC[C@H](C)O2 returned C diff HTS 5, T cruzi growth -25, KDM4C inh 0.8 and Pf Dd2 growth -20.
For O=C(C[C@H]1CC[C@@H](NS(=O)(=O)c2ccc(F)cc2)[C@H](CO)O1)N1CCc2ccccc2C1 the results were C diff HTS -1, T cruzi growth -109, KDM4C inh 1.4 and Pf Dd2 growth 1.
Screening C[C@@H]1CN([C@H](C)CO)C(=O)c2cc(NC(=O)Nc3ccc(F)cc3)ccc2O[C@@H](C)CCCCO[C@H]1CN(C)Cc1ccc(Cl)c(Cl)c1 returned T cruzi growth 102*, KDM4C inh -0.4 and Pf Dd2 growth -77.
Cc1noc(C)c1S(=O)(=O)Nc1ccc2c(c1)C(=O)N([C@H](C)CO)C[C@@H](C)[C@@H](CN(C)S(=O)(=O)c1c(C)noc1C)O2 was read as T cruzi growth 28, KDM4C inh 4.5 and Pf Dd2 growth -3.
`N#C[C@H]1[C@H](c2ccc(C3=CCCCC3)cc2)[C@@H](CO)N1C(=O)c1cccc(F)c1` gave C diff HTS 2, T cruzi growth 98*, KDM4C inh -1.3 and Pf Dd2 growth -5.
CN1CCCCN2[C@H](CO)[C@H](c3ccc(Br)cc3)[C@@H]2C1 was read as C diff HTS -3, T cruzi growth -23, KDM4C inh 1.2 and Pf Dd2 growth 43.
Screening C[C@H]1CN([C@@H](C)CO)C(=O)Cc2cc(NC(=O)Nc3ccc4c(c3)OCO4)ccc2O[C@@H]1CN(C)C(=O)Nc1ccccc1 returned C diff HTS -6, T cruzi growth -1, KDM4C inh 2.3 and Pf Dd2 growth 37.
O=C(C[C@H]1C=C[C@H](NC(=O)Cc2cccnc2)[C@H](CO)O1)NCc1ccc2c(c1)OCO2 was read as T cruzi growth -3, KDM4C inh 1.5 and Pf Dd2 growth 19.
C[C@@H]1CN([C@H](C)CO)C(=O)Cc2cc(NC(=O)Cc3cn(C)c4ccccc34)ccc2O[C@H]1CN(C)S(=O)(=O)c1ccc(Cl)cc1 was read as T cruzi growth -11, KDM4C inh 0.2 and Pf Dd2 growth -18.
Screening C[C@@H]1CN([C@@H](C)CO)C(=O)c2cc(C#CC3CC3)cnc2O[C@@H]1CN(C)C(=O)CC1CC1 returned C diff HTS 10, T cruzi growth 13, KDM4C inh -2.7 and Pf Dd2 growth -7.
Screening COc1ccc(CN(C)C[C@@H]2OCCCC[C@@H](C)Oc3ccc(NS(=O)(=O)c4cn(C)cn4)cc3C(=O)N([C@H](C)CO)C[C@@H]2C)cc1 returned C diff HTS -13, T cruzi growth 13, KDM4C inh 1.7 and Pf Dd2 growth 12.
Screening Cc1ccc(S(=O)(=O)Nc2ccc3c(c2)C(=O)N([C@@H](C)CO)C[C@@H](C)[C@H](CN(C)S(C)(=O)=O)O3)cc1 returned C diff HTS 1, T cruzi growth 12, KDM4C inh -0.3 and Pf Dd2 growth 11.
`COCC(=O)N1C[C@@H](C)[C@H](OC)CN(C)C(=O)c2ccc(NC(=O)c3ccccc3)cc2OC[C@H]1C` gave C diff HTS -4, T cruzi growth -9, KDM4C inh 1.7 and Pf Dd2 growth -5.
Screening CC(C)NC(=O)N(C)C[C@@H]1Oc2ccc(NC(=O)Cc3cn(C)c4ccccc34)cc2CC(=O)N([C@@H](C)CO)C[C@@H]1C returned C diff HTS -1, T cruzi growth 6, KDM4C inh -1.3 and Pf Dd2 growth 0.
For C/C=C/c1ccc([C@@H]2[C@H](CO)N3CCCCN(S(=O)(=O)c4ccc(OC)cc4)C[C@@H]23)cc1 the results were C diff HTS -5, T cruzi growth 85, KDM4C inh -0.4 and Pf Dd2 growth -27.

Compounds were not picked by outcome; overall some 6.7% were active at least once.
